Compound activity as filed in PubChem BioAssay.
MITF inh = human MITF inhibition, primary screen; inhibition, % at 2.6 µM; actives 0.91% (n = 650,000); AlphaScreen MITF homodimerization, bead proximity signal; AID 1259374; O75030; in the data active = inhibition above about 50%;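 note: 0% = vehicle wells with protein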
Target sequence (O75030 whole entry, looked up): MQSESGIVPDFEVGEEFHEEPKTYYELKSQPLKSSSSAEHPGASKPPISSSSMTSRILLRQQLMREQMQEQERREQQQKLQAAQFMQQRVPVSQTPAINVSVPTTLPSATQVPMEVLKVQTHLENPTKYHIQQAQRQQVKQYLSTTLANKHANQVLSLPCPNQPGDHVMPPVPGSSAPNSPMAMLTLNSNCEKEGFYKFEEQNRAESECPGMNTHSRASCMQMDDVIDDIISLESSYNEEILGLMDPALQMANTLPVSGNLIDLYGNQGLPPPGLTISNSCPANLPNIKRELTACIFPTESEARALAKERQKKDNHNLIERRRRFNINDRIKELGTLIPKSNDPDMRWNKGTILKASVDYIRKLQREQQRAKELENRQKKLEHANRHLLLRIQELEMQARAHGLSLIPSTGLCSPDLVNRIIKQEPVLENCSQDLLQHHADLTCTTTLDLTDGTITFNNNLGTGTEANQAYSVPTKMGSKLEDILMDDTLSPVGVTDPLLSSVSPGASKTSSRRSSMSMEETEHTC
TEAD-YAP inh = TEAD-YAP interaction inhibition; HEK-TIYL cells, TEAD-Gal4/YAP UAS-luciferase luminescence; inhibition, % at 9.12 µM; actives 1.4% (n = 640,000); AID 1259422; in the data active = inhibition above about 32%;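 note: 0% = median of test compound wells and 100% = reference inhibitor wells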
GPR151 activ = activates the human receptor GPR151. Q8TDV0. actives 1% (n = 650,000). activation, % at 11.2 µM. PathHunter beta-arrestin GPR151 cells, luminescence; in the data active = activation above about 4.9%;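 note: 0% = median of compound wells and 100% = cells with positive control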
Target sequence (Q8TDV0 whole entry, looked up): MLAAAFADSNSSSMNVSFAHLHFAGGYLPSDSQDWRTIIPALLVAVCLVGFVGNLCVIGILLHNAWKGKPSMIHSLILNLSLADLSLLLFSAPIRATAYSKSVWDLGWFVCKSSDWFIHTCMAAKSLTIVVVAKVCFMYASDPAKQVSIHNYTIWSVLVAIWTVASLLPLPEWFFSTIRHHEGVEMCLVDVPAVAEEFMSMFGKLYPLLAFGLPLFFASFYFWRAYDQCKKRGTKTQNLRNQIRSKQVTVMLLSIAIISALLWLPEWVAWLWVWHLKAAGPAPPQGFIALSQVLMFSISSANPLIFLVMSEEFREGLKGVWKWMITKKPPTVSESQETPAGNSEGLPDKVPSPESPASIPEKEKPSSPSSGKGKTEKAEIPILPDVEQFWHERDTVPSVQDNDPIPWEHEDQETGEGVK
FBW7 act = human FBW7 E3 ligase activation, primary screen; Q969H0; AlphaScreen FBW7–phospho-cyclin E peptide binding, activator screen; normalized activity (activation), % at 26.1 µM; actives 0.13% (n = 650,000); AID 1259310; in the data active = normalized activity above about 1.9%;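 note: purified mutant Fbw7 with reduced substrate affinity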
Active calls of the source: *; . = no result given.

Molecule	MITF inh	TEAD-YAP inh	GPR151 activ	FBW7 act
CC1(C)CC(=O)C(C#N)=C(NCCCO)C1	23	-3	-0.7	-0.1
COC(=O)C1CCN(C(=O)CC2C(=O)NCCN2Cc2c(F)cccc2Cl)CC1 (stereo not drawn)	-15	-11	0.6	0.0
CC(CC(=O)C1C(C)C=CCC1(C)C)NNC(=O)c1ccccc1O (stereo not drawn)	5	-12	1.4	0.1
Cc1ccc2c(c1)C(C)CC(C)(C)N2C(=O)CNCCN1CCOCC1 (stereo not drawn)	87*	-8	0.3	-0.1
Cc1ccccc1C(=O)NNC(=O)Cc1ccc([N+](=O)[O-])cc1	1	-1	1.1	-0.1
CC1Cc2ccccc2N1CC(=O)Nc1cccc(S(=O)(=O)N2CCOCC2)c1 (stereo not drawn)	10	2	-1.0	0.0
CCN(CC)CCNC(=O)C1=Cc2sc(C)c(C)c2CS1	-4	9	-0.3	-0.2
Cc1cc(/C=C(\C#N)C(=O)NCc2ccco2)c(C)n1-c1ccc(C(=O)O)cc1	20	-1	1.1	-0.2
CC(NC(=O)C(F)(F)F)C(=O)Nc1ccc(Cl)cc1 (stereo not drawn)	23	4	-0.3	0.3
C=CCn1c(SCC(=O)NCc2ccc3c(c2)OCO3)nc2scc(-c3ccccc3)c2c1=O	57*	2	-1.2	0.4
CCOc1ccc2nc(N3CCCN(C(=O)Nc4ccccc4F)CC3)c(C#N)cc2c1	-33	-2	1.0	0.7
CN1CCN(CCCOc2ccc3ccccc3c2Cl)CC1	8	-50	-0.9	0.0
c1ccc(-c2noc(CN3CCC(N4CCSCC4)CC3)n2)nc1	7	5	0.2	0.5
COc1ccc(-n2c(=O)[nH]cc(C(=O)Nc3cccc([N+](=O)[O-])c3)c2=O)cc1OC	-1	4	-1.7	0.2
COCCNC(CC(=O)Nc1cc(Cl)cc(Cl)c1)C(=O)O (stereo not drawn)	-11	-5	0.4	0.1
Cc1cc(C(=O)N2CCOCC2)n(CC(=O)Nc2ccc(C)c(Cl)c2)n1	16	-7	0.6	0.6
CCN(CC)CCn1c(=S)[nH]c2cc(C(=O)NCCC3=CCCCC3)ccc2c1=O	-1	-12	-0.5	0.1
CC(=O)c1cccc(N2C(=O)c3cccnc3C2=O)c1	51*	7	0.3	-1.3
S=C(Nc1cnccn1)Nc1ccc(Br)cc1Cl	12	-33	-0.8	0.0
Cc1cc(=O)n(C)c(=O)n1CCCCCN1CCCCC1	32	-5	-0.8	0.0

Structures shown so far that contain a thiophene ring, fused or not:
Molecule	MITF inh	TEAD-YAP inh	GPR151 activ	FBW7 act
CCN(CC)CCNC(=O)C1=Cc2sc(C)c(C)c2CS1	-4	9	-0.3	-0.2
C=CCn1c(SCC(=O)NCc2ccc3c(c2)OCO3)nc2scc(-c3ccccc3)c2c1=O	57*	2	-1.2	0.4

Remaining list, next part.
Molecule	MITF inh	TEAD-YAP inh	GPR151 activ	FBW7 act
O=[N+]([O-])c1ccc(CSc2nnc(-c3ccncc3)n2-c2ccccc2)cc1	-6	-10	-0.7	-0.1
COc1ccc(NC(=S)N(CCCN2CCOCC2)Cc2ccco2)cc1	-5	-15	1.5	-0.2
Cc1cccc(Cn2cc(C=C3C(=O)NC(=O)NC3=O)c3ccccc32)c1	0	8	0.3	-0.2
CCOC(=O)C1=C(C)N=c2s/c(=C\c3ccc(-c4cccc(C(=O)OCC)c4)o3)c(=O)n2C1c1c(OC)ccc2ccccc12 (stereo not drawn)	-10	-1	1.7	0.1
CCc1c(-c2ccccc2)n(Cc2ccco2)c2nc3c(c(=O)n(C)c(=O)n3C)n12	-4	8	0.0	0.1
CC(C)CCSc1nc2c(c(=O)[nH]c(=O)n2C)n1C	-8	10	0.6	0.8
Cc1nn(CC(=O)NCc2cccnc2)c(=O)c2cccn12	-1	-3	0.7	0.0
N#Cc1nc(-c2cccs2)oc1NCC1CCCO1 (stereo not drawn)	-12	-29	-0.4	-0.2
CCCCOc1ccc(CSC(=N)N)cc1	15	19	0.3	0.1
c1ccc(CSc2nnc3c(n2)[nH]c2ccccc23)cc1	-2	-4	-0.1	0.2
O=C(CNc1ccc(F)cc1)N/N=C/c1ccc(O)cc1O	9	-4	-0.1	-0.1
COc1ccc(S(=O)(=O)Nc2ccc(S(=O)(=O)Nc3ccccc3C)cc2)cc1C	6	10	-0.3	0.2
CCCCOc1ccc(C(=O)Nc2cc(C)ccn2)cc1	8	52*	-7.0	0.1
CC(C)OC(=O)c1ccc2c(c1)C(=O)N(C1CCCCC1)C2=O	1	-12	-0.4	0.0
CN(C)c1ccc(NC(=S)Nc2ccccc2)cc1	-2	-11	-1.8	-0.5
CCc1nn(CC(=O)NCCc2ccc(OC)c(OC)c2)c(=O)c2cccn12	0	3	0.6	0.2
NC(=O)Nc1ccc(C(=O)OCC(=O)NC2CCCc3ccccc32)cc1 (stereo not drawn)	5	1	-1.2	0.0
O=c1c(O)c(-c2ccc(O)cc2)oc2ccccc12	-11	-11	-1.3	0.0
O=C(CC1C(=O)NCCN1Cc1ccccc1C(F)(F)F)NC1CCCCCC1 (stereo not drawn)	5	16	0.0	-0.1
Cc1ccc2c(C)nc(N3CCCC(NC(C)CCCC(C)(C)O)CC3)nc2c1 (stereo not drawn)	-5	-9	1.2	0.0

(listing goes on)
Molecule	MITF inh	TEAD-YAP inh	GPR151 activ	FBW7 act
Cc1cc(/C=N/NC(N)=O)c(C)n1-c1cccc(Cl)c1	27	-5	-1.2	0.6
Cc1ccc(C2CC(c3cccs3)=NN2C(=O)CSc2nnc(CNC(=O)c3cccc(F)c3)n2C)cc1 (stereo not drawn)	5	-2	0.0	-0.1
CCCC(=O)Nc1nnc(SCC(=O)N2CCCc3ccccc32)s1	5	8	3.0	0.0
Cc1ccc(S(=O)(=O)NCC2CCCO2)cc1C(N)=O (stereo not drawn)	6	8	0.6	0.0
Cn1c(-c2ccncc2)nc2c1c(=O)[nH]c(=O)n2Cc1ccccc1	6	0	0.3	0.1
COc1cccc(/C=N/NC(=O)CNc2ccc(I)cc2)c1O	-6	11	1.3	0.2
COc1cc(C2NC(=O)c3c(sc4c3CCCC4)N2)ccc1O (stereo not drawn)	18	-1	-2.3	-0.2
Cc1cccc(NC(=O)CCN2C(=O)c3cccc([N+](=O)[O-])c3C2=O)c1	4	0	0.8	0.1
Fc1ccccc1OCCSc1nc2ccccc2o1	-7	-28	4.9*	-0.1
O=C(NC1CC1)c1csc(Br)n1	13	5	-0.5	0.2
Cc1cc(=O)[nH]c2nnc(SCC(=O)NCc3ccccc3Cl)n12	2	3	-1.7	0.0
O=C1COc2ccc(C(=O)O)cc2N1	9	7	-0.5	0.0
CN(C)C(=O)c1ccc(-c2nnc(NCc3ccccc3)c3ccccc23)cc1	3	9	1.2	0.2
CC(C)(C)NS(=O)(=O)c1ccc2oc3ccc(S(=O)(=O)NC(C)(C)C)cc3c2c1	-4	9	0.3	0.1
CCOC(=O)N1CCC(n2c(SCC(=O)Nc3ccccc3OC)nc3ccccc3c2=O)CC1	-2	-5	0.4	0.0
CCCCCCCCCCCCCCCC(=O)OCC(O)[C@H]1OC[C@H](O)[C@H]1O (stereo partly drawn)	-2	-6	1.3	-0.1
CC12CC(c3ccccc3O1)C(C(=O)Nc1nc(-c3ccccc3)cs1)C(=O)N2 (stereo not drawn)	6	1	0.1	-0.2
Cc1ccccc1CCNCc1c(C(=O)O)n(Cc2ccc(F)cc2)c2ccccc12	6	4	0.3	0.1
CCOC(=O)C1=C(C)N=c2s/c(=C\c3cc(C)n(-c4ccc(Cl)c(Cl)c4)c3C)c(=O)n2C1c1ccccc1Cl (stereo not drawn)	-6	-5	4.2	0.0
Cc1c(CCl)noc1-c1ccc(F)cc1	7	15	1.2	0.0

Ordered by length of the SMILES (low to high): 18 of the compounds above
Molecule	MITF inh	TEAD-YAP inh	GPR151 activ	FBW7 act
O=C(NC1CC1)c1csc(Br)n1	13	5	-0.5	0.2
O=C1COc2ccc(C(=O)O)cc2N1	9	7	-0.5	0.0
Cc1c(CCl)noc1-c1ccc(F)cc1	7	15	1.2	0.0
Fc1ccccc1OCCSc1nc2ccccc2o1	-7	-28	4.9*	-0.1
Cc1ccc(S(=O)(=O)NCC2CCCO2)cc1C(N)=O (stereo not drawn)	6	8	0.6	0.0
COc1cccc(/C=N/NC(=O)CNc2ccc(I)cc2)c1O	-6	11	1.3	0.2
COc1cc(C2NC(=O)c3c(sc4c3CCCC4)N2)ccc1O (stereo not drawn)	18	-1	-2.3	-0.2
CCCC(=O)Nc1nnc(SCC(=O)N2CCCc3ccccc32)s1	5	8	3.0	0.0
Cc1cc(=O)[nH]c2nnc(SCC(=O)NCc3ccccc3Cl)n12	2	3	-1.7	0.0
Cn1c(-c2ccncc2)nc2c1c(=O)[nH]c(=O)n2Cc1ccccc1	6	0	0.3	0.1
Cc1ccc2c(C)nc(N3CCCC(NC(C)CCCC(C)(C)O)CC3)nc2c1 (stereo not drawn)	-5	-9	1.2	0.0
Cc1ccccc1CCNCc1c(C(=O)O)n(Cc2ccc(F)cc2)c2ccccc12	6	4	0.3	0.1
CCCCCCCCCCCCCCCC(=O)OCC(O)[C@H]1OC[C@H](O)[C@H]1O (stereo partly drawn)	-2	-6	1.3	-0.1
CC12CC(c3ccccc3O1)C(C(=O)Nc1nc(-c3ccccc3)cs1)C(=O)N2 (stereo not drawn)	6	1	0.1	-0.2
CCOC(=O)N1CCC(n2c(SCC(=O)Nc3ccccc3OC)nc3ccccc3c2=O)CC1	-2	-5	0.4	0.0
CC(C)(C)NS(=O)(=O)c1ccc2oc3ccc(S(=O)(=O)NC(C)(C)C)cc3c2c1	-4	9	0.3	0.1
Cc1ccc(C2CC(c3cccs3)=NN2C(=O)CSc2nnc(CNC(=O)c3cccc(F)c3)n2C)cc1 (stereo not drawn)	5	-2	0.0	-0.1
CCOC(=O)C1=C(C)N=c2s/c(=C\c3cc(C)n(-c4ccc(Cl)c(Cl)c4)c3C)c(=O)n2C1c1ccccc1Cl (stereo not drawn)	-6	-5	4.2	0.0

(continued)
Molecule	MITF inh	TEAD-YAP inh	GPR151 activ	FBW7 act
C=CCn1c(SCC(=O)OCC)nc2cc(C(=O)N3CCOCC3)ccc2c1=O	26	-8	-0.6	0.1
O=C(CN1CCN(Cc2ccc(F)cc2)C1=O)NCc1ccccc1	8	6	-1.3	0.5
O=C(NCc1ccccc1Cl)C1C2C=CC3(CN(Cc4cccs4)C(=O)C13)O2 (stereo not drawn)	-7	-8	0.1	0.6
CCOC(=O)CCc1c(C)c(C#N)c2nc3ccccc3n2c1N1CCN(C)CC1	-6	4	-0.5	0.0
COc1cccc(/C=N/Nc2snc(SC)c2C#N)c1	3	-43	1.1	0.0
Cc1cc(NS(=O)(=O)c2ccc(NC(=O)COc3ccccc3)cc2)no1	10	1	-1.5	0.1
O=C(NN1C(=O)CCC1=O)c1ccccc1O	-17	47*	3.3	-0.1
CCCCCCn1c(NCCO)nc2c1c(=O)[nH]c(=O)n2C	-24	5	0.7	-0.1
O=C(CCSCc1ccccc1Cl)NC1CCCC1	13	-1	-0.8	0.8
Oc1oc(-c2ccccc2Br)nc1C=Nc1ccc2ccccc2c1	5	-6	0.0	-0.1
COc1ccc(NC(=O)c2cc(-c3ccc(F)cc3)no2)cc1OC	-7	-10	-2.1	0.1
CCC1Oc2ccccc2N(CC(=O)Nc2ccc3c(c2)OCCO3)C1=O (stereo not drawn)	22	-17	0.7	-0.1
O=C1c2ccccc2NC(c2cccc([N+](=O)[O-])c2)N1c1ccc(F)cc1 (stereo not drawn)	5	10	0.2	-0.1
CCC(C)NS(=O)(=O)c1ccc(NC(=O)c2ccccc2F)cc1 (stereo not drawn)	2	-19	0.9	0.0
NC(=O)C1CCN(C(=O)c2ccc3c(=O)n(C4CCCCC4)c(SCC(=O)c4ccccc4)nc3c2)CC1	-5	10	1.2	0.1
CC/C=C\C[C@H](O)/C=C/[C@@H]1[C@H]2C/C(=C/CCCC(=O)O)O[C@H]2C[C@H]1O	2	.	-0.3	.
Cc1ccc(S(=O)(=O)N(CC(=O)N2CCC(C)CC2)C(=O)N2CCN(C)CC2)cc1	-10	-1	1.2	-0.1
Cc1ccc(C(=O)OCC(=O)Nc2cccc3nsnc23)cc1NC(=O)c1ccco1	1	-2	-0.8	0.0
CC(=O)Nc1ccc(C(=O)Cn2nnc3sc4c(c3c2=O)CCCC4)cc1	15	1	-0.9	0.0

Rows were taken by chance (roughly 3.4% active in at least one column).
